# CASP6 VEID inh = human caspase-6 inhibitors, primary screen, biochemical, VEID-R110 fluorescence, single point, set 2. P55212. purified caspase-6, Z-VEID-R110 cleavage fluorescence. inhibition, % at 12.5 µM. actives 0.53% (n = 350,000);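 active = mean inhibition across replicates at least about 35%, with every replicate also reaching that limit, limit read from the data; inconclusive = only one of the two criteria met; inactive = neither criterion met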;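 also: 0% = median of neutral control wells and 100% = no fluorescence left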
# Target sequence (P55212 24-179 limits assumed): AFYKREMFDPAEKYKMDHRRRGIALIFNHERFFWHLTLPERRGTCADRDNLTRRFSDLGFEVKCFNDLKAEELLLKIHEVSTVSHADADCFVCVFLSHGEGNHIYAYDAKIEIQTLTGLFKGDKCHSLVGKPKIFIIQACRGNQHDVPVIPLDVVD
# Target sequence (P55212 194-293 limits assumed): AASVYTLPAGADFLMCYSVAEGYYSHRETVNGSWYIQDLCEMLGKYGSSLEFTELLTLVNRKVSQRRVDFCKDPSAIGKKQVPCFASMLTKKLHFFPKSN
# SIRT5 inh = SIRT5 desuccinylase inhibitors, primary screen, biochemical, fluorescence imaging, single point, set 5. Purified SirT5, succinyl-peptide AMC, trypsin-coupled fluorescence. actives 1.1% (n = 330,000). inhibition, % at 15 µM; in the data active = inhibition above about 15%; inconclusive = no clear call, values can overlap the other calls
# Target sequence (Q9NXA8 whole entry, looked up): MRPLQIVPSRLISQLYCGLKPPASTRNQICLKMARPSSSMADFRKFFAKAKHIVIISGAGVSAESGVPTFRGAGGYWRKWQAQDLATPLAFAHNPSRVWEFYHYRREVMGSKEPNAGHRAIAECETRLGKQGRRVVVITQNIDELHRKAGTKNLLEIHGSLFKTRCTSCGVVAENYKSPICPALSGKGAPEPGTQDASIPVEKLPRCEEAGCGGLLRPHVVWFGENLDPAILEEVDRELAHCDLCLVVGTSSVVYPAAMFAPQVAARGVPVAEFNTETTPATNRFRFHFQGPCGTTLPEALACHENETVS
# DENV2 CPE = inhibitors of DENV2 cytopathic effect, primary screen, cell-based, plate reader, single concentration; CPE inhibition, % at 9.99 µM; DENV2-infected cells, cytopathic effect rescue; actives 1.7% (n = 350,000); AID 651640, 2012; in the data active = CPE inhibition above about 20%, passing the limit was not always enough; inconclusive = no clear call, values can overlap the other calls; tested in BHK-21 cells;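 also: 0% = median of neutral control wells and 100% = median of positive control wells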
# miR-122 sensor = miR-122 Renilla sensor signal increase in Huh7, primary screen, miR-122 inhibitor project, cell-based, single point, plate reader. Huh7 miR-122 Renilla luciferase sensor, 48 h; neutral wells = 0, positive control = 100. activation (reporter increase), % at 12.5 µM. actives 0.3% (n = 340,000);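 active = mean replicate activation score at least 90 and every replicate individually at or above 90; inconclusive = only one of the two criteria met; inactive = neither criterion met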;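 also: higher luciferase means less miR-122 activity so hits act as miR-122 inhibitors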
# CFTR F508del cor = F508del CFTR correction, initial screen, CFBE line, single point; activity (quench increase), % at 7.58 µM; AID 720511, 2013; actives 0.36% (n = 350,000); CFBE cells, YFP halide quenching; stimulated with forskolin plus potentiator P3; % fluorescence drop versus neutral controls;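 active = mean added fluorescence quench of at least 8% versus neutral control, with both replicates also reaching 8%; inconclusive = only one of the mean or replicate conditions met; inactive = mean below 8% and not both replicates reaching 8%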;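 also: cells transiently co-express mutant CFTR-F508del with the halide-sensitive YFP; corrector assay measuring rescue of mutant channel to the surface after 24 h compound exposure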
# ERAP1 HTS inh = human ERAP1 aminopeptidase inhibitors, primary screen, biochemical, single point, plate reader | Endoplasmic reticulum aminopeptidase 1 (Homo sapiens), Q9NZ08 | recombinant ERAP1, Leu-AMC fluorescence, 60 min | inhibition, % at 10.7 µM | actives 0.15% (n = 340,000) | AID 652197, 2013;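 active = mean replicate inhibition of at least 30%, or all replicates individually reaching that 30% level; inactive = mean below 30% and not every replicate reaching it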;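 also: 0% = neutral control wells and 100% = L-leucinethiol positive control wells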
# ERp5 block = inhibitors of ERp5-driven insulin aggregation, primary screen, biochemical, turbidity, absorbance 650 nm, single point; Protein disulfide-isomerase A6 (Homo sapiens), Q15084; actives 0.05% (n = 350,000); AID 651711, 2012; inhibition, % at 9.99 µM; 90 min;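 active = mean replicate inhibition above about 25%, with every replicate also reaching it, limit read from the data, passing the limit was not always enough; inconclusive = only one of those two criteria met; inactive = neither criterion met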
# Target sequence (Q15084 whole entry, looked up): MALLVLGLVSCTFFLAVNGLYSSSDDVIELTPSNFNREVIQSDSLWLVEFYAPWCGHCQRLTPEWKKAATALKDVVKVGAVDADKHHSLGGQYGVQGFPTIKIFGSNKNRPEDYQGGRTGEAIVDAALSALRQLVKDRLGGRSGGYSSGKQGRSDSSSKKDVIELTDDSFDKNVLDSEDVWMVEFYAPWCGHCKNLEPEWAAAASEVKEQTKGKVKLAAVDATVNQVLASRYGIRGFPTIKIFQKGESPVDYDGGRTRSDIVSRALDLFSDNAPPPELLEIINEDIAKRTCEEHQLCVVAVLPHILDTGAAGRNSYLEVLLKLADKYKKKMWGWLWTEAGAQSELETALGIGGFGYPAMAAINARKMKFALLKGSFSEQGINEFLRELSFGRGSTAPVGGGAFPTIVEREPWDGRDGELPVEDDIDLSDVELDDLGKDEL
# Active calls of the source: *; ? = inconclusive; . = not tested or not shown; [ ] = another dose, or the depositor's remark.
SMILES,CASP6 VEID inh,SIRT5 inh,DENV2 CPE,miR-122 sensor,CFTR F508del cor,ERAP1 HTS inh,ERp5 block
CCC(C)C(=O)Nc1nnc(SCC(=O)Nc2ccccc2F)s1 (stereo not given),-3,-2,1,.,1.8,4,1
O=C([C@@H]1[C@@H](CO)[C@@H]2Cn3c(cccc3=O)[C@@H]2N1CC1CCCC1)N1CCCCC1,1,15,?,5[16.7 µM],1.0,5,0
COc1ccc(-c2c[n+](CC(=O)OC3CC(C)CCC3C(C)C)c3n2CCC3)cc1 (stereo not given),15,9,-3,-15,-11,-1,-6
COc1ccc(-c2cccc([C@H]3[C@@H]4C=CCC[C@@]4(C)C(=O)N3Cc3ccccc3)c2)cc1,-2,-1,5,-8,1.5,0,5
Cc1cc(OCc2nnc(SC(C)C(=O)O)n2-c2ccccc2)ccc1Cl (stereo not given),1,-2,0,1,-3.1,-1,-3
Cc1cc(C)c(C(=O)/C=C/c2ccc3c(c2)OCO3)c(=O)[nH]1,1,-2,0,.,-2.1,-6,0
S=C1NCCN1CC1CCN(CCC23CC4CC(CC(C4)C2)C3)CC1,-15,-1,-16,0,4.9,-3,-3
CNC(=O)/C(C#N)=C/c1cc(C)n(-c2ccc(N3CCOCC3)cc2)c1C,2,-3,-1,-7,1.4,-3,-4
COc1ccc(NC(=O)Nc2ccc3c(c2)C(=O)N([C@H](C)CO)C[C@H](C)[C@H](CN(C)S(=O)(=O)c2ccc(OC)cc2)OCCCC[C@@H](C)O3)cc1,.,.,-6,-5[16.7 µM],-0.7,.,.
Cc1noc(C)c1S(=O)(=O)Nc1ccc2c(c1)C(=O)N([C@@H](C)CO)C[C@H](C)[C@@H](CN(C)S(=O)(=O)c1ccccc1)O2,2,-7,3,-1[16.7 µM],-2.0,0,2
COc1ccc2c3c(n(C)c2c1)[C@@H](CO)NCC31CN(C(=O)CC2CC2)C1,0,-5,5,.,0.2,1,8
O=C(c1cccnc1)N1CC2(C1)[C@H](c1ccccc1)[C@@H](CO)N2Cc1ccc(Cl)cc1,-1,-9,-11,.,-2.4,-1,9
O=C(N/C(=C\c1cccs1)C(=O)N1CCOCC1)c1ccco1,3,0,1,-12,-3.1,6,-4
Cc1cccc(C)c1NC(=O)COC(=O)c1c(C)nn(-c2ccccc2)c1C,-1,-4,-7,.,-0.9,2,9
O=C(NCCc1ccc(F)cc1)C(=O)NCC1CCCN1S(=O)(=O)c1ccccc1 (stereo not given),-1,-3,7,11,2.9,-3,1
CN1CCCC(CC2c3ccccc3Sc3ccccc32)C1 (stereo not given),3,-2,4,-3,-17,2,-5
CNC(=O)c1cn2c3c(ccc(Cl)c3c1=O)OC(C)C2 (stereo not given),-2,-8,-5,-2,-1.3,-3,0
COc1cccc(C(=O)/C=C/Nc2ccc(S(=O)(=O)Nc3onc(C)c3C)cc2)c1,5,0,9,.,.,1,3
CC(=O)Nc1ccc2c(CSc3nnc(N)s3)cc(=O)oc2c1,-1,.,2,.,-1.0,-2,-3
Cc1ccc(S(=O)(=O)Nc2ccc3c(c2)C(=O)N([C@H](C)CO)C[C@@H](C)[C@@H](CN(C)Cc2ccc(C(=O)O)cc2)OCCCC[C@@H](C)O3)cc1,-3,0,4,0[16.7 µM],-0.1,5,9
O=C1CN(C(=O)COC(=O)CNS(=O)(=O)/C=C/c2ccccc2)c2ccccc2N1,-2,-1,14,.,1.8,1,4
C[C@H](CO)N1C[C@H](C)[C@@H](CN(C)Cc2ccc(C(=O)O)cc2)OCCCC[C@H](C)Oc2ccc(NC(=O)Nc3cccc4ccccc34)cc2C1=O,2,3,13,4[16.7 µM],2.1,-3,0
CC1(C(=O)Nc2ccc3c(c2)OCCO3)CSCC(=O)N1CCCn1ccnc1 (stereo not given),-4,-3,9,.,-2.3,4,2
COc1cccc(N2CCN(C(=O)c3cc4cc(Cl)ccc4[nH]3)CC2)c1,-3,-4,-3,8,0.0,2,5
CN1CCN(CCCNC(=O)CN2C(=O)COc3ccccc32)CC1,0,-5,-3,9,-1.7,-2,0
C[C@@H]1CN([C@H](C)CO)S(=O)(=O)c2ccc(C#CC3CC3)cc2O[C@H]1CN(C)C(=O)c1ccncc1,0,7,-8,-9[16.7 µM],-0.1,1,-4
Cc1cc(C)n(CCN(C)c2nc3nonc3nc2N2CCCCC2)n1,-2,-3,-3,.,0.3,-2,-2
CCCCNCCS(=O)(=O)NCc1ccc(OC)cc1,0,1,5,-3,-2.9,-1,-6
CCOc1ccc(N2CC(C(=O)NCCc3ccc(S(N)(=O)=O)cc3)CC2=O)cc1 (stereo not given),1,0,-5,-6,-0.7,-1,2
CC(C)NC(=O)c1cc(-c2cccs2)nc2ccccc12,0,-5,-7,-4,1.4,0,2
O=C(c1cc(-c2ccccc2)on1)N1CCN(C(=O)c2ccco2)CC1,1,2,-6,-1,0.2,1,-2
O=C(C[C@H]1C=C[C@H](NC(=O)NC2CCCCC2)[C@H](CO)O1)NCc1ccc(F)cc1,-6,0,28*,-9[16.7 µM],0.1,-1,-1
CCCCCCCCN1C(=O)[C@H](CC(=O)N2CCOCC2)C[C@@]2(C(=O)OCC)CCCC=C12,-1,.,-9,.,4.7,.,7
Cc1ccc2cc(C#N)c(N3CCCN(C(=S)NCCCN(C)C)CC3)nc2c1,-9,-6,3,13,-2.1,1,-9
Cc1ccc(C)c(NC(=O)COC(=O)c2ccc(S(=O)(=O)N3CCCC3)cc2)c1,-3,-2,-5,-2,4.5,5,-6
COc1ccc(C(=O)Nc2cc(C(=O)NCCc3ccccc3)ccc2Cl)cc1,.,3,-2,6,-3.0,0,-2
CCOc1ccc(-n2cc(-c3ccccc3)c3c(=O)[nH]cnc32)cc1,2,-3,10,-2,-1.0,-1,3
Cc1ccc(CN2C(=O)C(C)Nc3ncnc(N4CCN(c5ccccn5)CC4)c32)cc1 (stereo not given),2,-5,-5,16,-1.7,0,10
CC(C)C[C@@H]1COCc2cn(nn2)CCCC(=O)N1,-5,3,-6,.,.,3,-3
O=C1COc2ccc(C(=O)COC(=O)c3nc(Cl)ccc3Cl)cc2N1,1,4,6,22,1.4,0,-2
COc1ccc(S(=O)(=O)N2CCCC2)cc1C(=O)N1CCCCC1,-2,-4,-3,-1,1.6,1,3
O=C(CCC1CCCN(C(=O)c2ccc(F)c(F)c2)C1)N1CCN(c2ccccn2)CC1 (stereo not given),2,-1,14,-4,2.1,-2,-7
CC(=O)c1cccc(-c2ccnc3c2CC(C(=O)Nc2ccccc2)O3)c1 (stereo not given),2,-4,?,5,1.9,-2,-13
Cn1cnc(S(=O)(=O)N2C[C@@H](O)COC[C@H]3O[C@H](CC(=O)NC4CCCC4)CC[C@@H]32)c1,-2,-1,6,1[16.7 µM],-0.3,0,-1
O=C(Nc1ccc(F)c([N+](=O)[O-])c1)C1CCCO1 (stereo not given),-3,-1,-1,.,2.2,.,4
C[C@H]1CN([C@@H](C)CO)C(=O)c2cccc(NC(=O)c3nc4ccccc4s3)c2O[C@@H]1CN(C)S(=O)(=O)c1ccccc1,0,6,-10,4[16.7 µM],1.1,-1,-1
COc1ccc(CN(C)C[C@@H]2Oc3c(NC(=O)c4nc5ccccc5s4)cccc3C(=O)N([C@@H](C)CO)C[C@H]2C)cc1,1,2,-3,60[16.7 µM],0.9,0,-5
CCC(=O)N1CCCC(C)(C(=O)Nc2ccc(OC)c(F)c2)C1 (stereo not given),0,-2,-2,1,-3.4,2,3
CCOC(=O)C(C)n1cnc2c(nnn2-c2cccc(OC)c2)c1=O (stereo not given),-1,-5,-4,-2,2.5,0,3
C[C@H]1CN([C@@H](C)CO)C(=O)c2cc(NS(=O)(=O)c3ccc(Cl)cc3)ccc2O[C@H]1CN(C)S(=O)(=O)c1ccc(Cl)cc1,0,7,3,-12[16.7 µM],-2.0,0,0

# 5 compounds from above, limited to DENV2 CPE and miR-122 sensor:
SMILES,DENV2 CPE,miR-122 sensor
CC(=O)c1cccc(-c2ccnc3c2CC(C(=O)Nc2ccccc2)O3)c1 (stereo not given),?,5
Cn1cnc(S(=O)(=O)N2C[C@@H](O)COC[C@H]3O[C@H](CC(=O)NC4CCCC4)CC[C@@H]32)c1,6,1[16.7 µM]
O=C(Nc1ccc(F)c([N+](=O)[O-])c1)C1CCCO1 (stereo not given),-1,.
C[C@H]1CN([C@@H](C)CO)C(=O)c2cccc(NC(=O)c3nc4ccccc4s3)c2O[C@@H]1CN(C)S(=O)(=O)c1ccccc1,-10,4[16.7 µM]
COc1ccc(CN(C)C[C@@H]2Oc3c(NC(=O)c4nc5ccccc5s4)cccc3C(=O)N([C@@H](C)CO)C[C@H]2C)cc1,-3,60[16.7 µM]

# Next results:
SMILES,CASP6 VEID inh,SIRT5 inh,DENV2 CPE,miR-122 sensor,CFTR F508del cor,ERAP1 HTS inh,ERp5 block
CN(C)[C@@H]1C(=O)C(C(N)=O)=C(O)[C@@]2(O)C(=O)C3=C(O)c4c(O)ccc(Cl)c4[C@@H](O)[C@H]3C[C@@H]12,50*,6,7,2,-4.5,7,-2
O=C(CSc1nc2ccccc2c(=O)n1-c1ccccc1Cl)Nc1cccc(S(=O)(=O)N2CCOCC2)c1,0,0,63*,-2,0.1,3,-4
CCNC(=S)NNC(=O)c1ccncc1,5,-1,4,.,0.5,0,1
CCc1nnc(NC(=O)c2sc3nc4c(cc3c2N)CCCCC4)s1,4,.,2,.,.,-10,-7
Cc1cccc(NC(=O)CNC(=O)C23CC4CC(CC(Cl)(C4)C2)C3)n1,-2,-2,-4,0,-2.7,4,-3
COc1ccc(-c2cc3nc(NCc4ccc(N(C)C)cc4)n(C)c(=O)c3s2)cc1OC,0,-2,-2,-7,-4.4,0,5
COCCN(C(=O)COC(=O)c1nc(Cl)ccc1Cl)c1c(N)n(Cc2ccccc2)c(=O)[nH]c1=O,-3,-1,-3,.,-1.6,1,-1
O=C(CCN1C(=O)/C(=C\c2cccs2)SC1=S)Nc1ccccn1,1,-3,0,-5,1.7,0,3
CC1(C)CSC(=NCCc2ccccc2)N1C(=O)c1ccc(C#N)cc1,0,0,-10,-3,0.8,1,5
CC(=O)C[C@H](O)CC(=O)[C@H]1OC(=O)CCCCCc2ccccc21,7,-1,?,-3,0.9,-6,3
CC1CCCCC12NC(=O)N(CC(=O)OCC(=O)N(C)C1CCCCC1)C2=O (stereo not given),1,2,-10,.,-0.1,-2,-2
O=C(NCCCN1CCOCC1)c1ccccc1NS(=O)(=O)c1ccc(Br)cc1,-4,.,-1,.,-1.4,0,-4
Brc1ccccc1OCCNCc1ccccc1,4,-3,.,.,-1.1,0,2
O=Cc1sc(Nc2ccccc2)nc1Cl,-3,-1,13,.,1.5,1,-3
COC(=O)c1cn(C[C@@H](Cc2ccccc2)NC(=O)Nc2ccccc2)nn1,1,-5,-1,.,0.8,-1,5
Cc1cc(OCC(=O)OCC(=O)c2ccc[nH]2)ccc1Cl,-1,-1,-4,5,3.5,-2,6
COc1cc(C)c(NC(c2ccccc2)c2ccccc2)cc1OC,1,-5,0,.,1.8,2,-2
CC(C)Cc1ccc(S(=O)(=O)N2CCN(c3ccccn3)CC2)cc1,3,-3,2,6,0.6,-3,-1
Cc1ccc(-c2cnc3cccnn23)cc1F,1,-8,-6,7,1.3,18,0
CN(C(=O)C1CC1)C1CCS(=O)(=O)C1 (stereo not given),-1,-1,-1,.,-0.2,-1,1
C[C@@H]1CN([C@@H](C)CO)C(=O)c2cc(C#CCN(C)C)cnc2O[C@H]1CN(C)C(=O)CCN1CCCCC1,1,0,-5,-6[16.7 µM],.,1,-10
O=C(c1ccc(F)cc1)c1cc2ccc(O)cc2oc1=O,9,1,-5,.,-2.3,0,-1
CCOC(=O)C1=C(Nc2ccc(Br)cc2)C(=O)N(CC)C1,-4,.,10,.,3.7,1,2

# Compound activity as filed in PubChem.
